Nrf2 ARE act: activators of Nrf2 (ARE) signaling; AREc32 ARE-luciferase reporter (MCF7-derived line), luminescence, 24 h; Potency, µM (doses to about 46.1 µM), for the others: at the top dose activation, actives largely listed as activators; 0.31% of 410,000 active; also: potency is read from the fitted curve at half-maximal effect; % of control where 0% means no effect; nearly all actives have a fitted effect of over 65% in size
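Reporter line AREc32 (ARE-Fluc), seeded overnight in OPTI-MEM with 5% FBS; compound pin-transferred, 24 hr at 37 deg C, 5% CO2; luminescent read-out.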
Nrf2 inh: inhibitors of Nrf2 signaling; 2.1% of 360,000 active; Potency, µM (top dose mostly 46 µM), inactives show at the top dose activity change, negative = inhibition, hits mostly inhibitors; A549 ARE-Fluc reporter, luciferase luminescence, 18-24 h; also: potency is read from the fitted curve at half-maximal effect; % is scaled to controls: 0 for no effect and ±100 for the full control effect; nearly all actives have a fitted effect of over 60% in size
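In this cell-based qHTS, ARE-driven firefly luciferase in A549 cells reports Nrf2 activity; the luminescent signal after BugLite lysis is the measured value, with a prior CellTiter-Fluor read for cell health.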
A549 tox: kills or reduces viability of A549 cells in Nrf2 counter-screen | Potency, µM (doses to about 46 µM), for the others: top-dose activity change, negative = cytotoxicity, usual class: inhibitors | A549 ARE-Fluc cells, CellTiter-Fluor viability, 18-24 h | 0.16% of 390,000 active; also: potency is read from the fitted curve at half-maximal effect; % is scaled to controls: 0 for no effect and ±100 for the full control effect
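A549 ARE_Fluc cells in 5% FBS OPTI-MEM were exposed to compounds in concentration-response for 18-24 h at 37 deg C. Viability was read by CellTiter-Fluor fluorescence (Ex 405/Em 525) after 30 min, before the luciferase read.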
EPAC2 ag: agonists of human EPAC2 (RAPGEF4); Q8WZA2; EPAC2 activation, biochemical qHTS; response scale: 100% = 6.5 mM cAMP response; Potency, µM (highest dose often 154 µM), without a hit: at the top dose activation, most hits filed as activators; 0.079% of 360,000 active; AID 720711; also: potency is read from the fitted curve at half-maximal effect; nearly all actives have a fitted effect of over 50% in size
Target sequence (Q8WZA2 whole entry, looked up): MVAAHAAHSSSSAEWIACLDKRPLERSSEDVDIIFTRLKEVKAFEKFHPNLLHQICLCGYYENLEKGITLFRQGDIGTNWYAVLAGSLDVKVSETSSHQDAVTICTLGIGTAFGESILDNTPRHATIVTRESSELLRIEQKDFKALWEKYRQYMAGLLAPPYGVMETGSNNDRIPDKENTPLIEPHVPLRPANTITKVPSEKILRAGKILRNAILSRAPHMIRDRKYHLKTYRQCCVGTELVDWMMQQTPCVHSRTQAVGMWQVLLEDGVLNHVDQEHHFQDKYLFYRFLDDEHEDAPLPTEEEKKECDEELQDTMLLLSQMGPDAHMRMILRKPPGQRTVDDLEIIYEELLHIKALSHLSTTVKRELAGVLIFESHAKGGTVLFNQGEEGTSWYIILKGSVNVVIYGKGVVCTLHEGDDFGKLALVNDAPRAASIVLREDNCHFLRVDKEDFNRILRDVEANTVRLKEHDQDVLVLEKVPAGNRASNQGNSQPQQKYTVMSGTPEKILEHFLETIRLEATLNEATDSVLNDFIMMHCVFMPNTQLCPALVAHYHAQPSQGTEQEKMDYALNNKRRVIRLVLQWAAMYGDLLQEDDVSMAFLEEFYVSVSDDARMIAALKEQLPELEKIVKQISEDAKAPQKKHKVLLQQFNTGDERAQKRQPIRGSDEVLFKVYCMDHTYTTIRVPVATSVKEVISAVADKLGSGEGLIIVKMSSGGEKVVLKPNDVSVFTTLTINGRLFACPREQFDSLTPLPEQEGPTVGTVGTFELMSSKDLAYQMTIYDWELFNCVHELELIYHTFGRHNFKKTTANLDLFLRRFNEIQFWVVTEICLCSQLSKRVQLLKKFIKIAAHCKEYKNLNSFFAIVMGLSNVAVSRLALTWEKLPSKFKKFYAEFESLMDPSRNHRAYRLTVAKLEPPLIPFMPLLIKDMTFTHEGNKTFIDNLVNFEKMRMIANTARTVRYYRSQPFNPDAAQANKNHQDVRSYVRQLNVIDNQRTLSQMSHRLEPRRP
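Setup: EPAC2 100 nM, labeled Rap1B complex 250 nM, free GDP 50 uM. Compound titrations pinned in, brief spin, 5 min room temperature incubation. Kinetic fluorescence read over 30 min, normalized to 6.5 mM cAMP.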
pAkt inh: Akt phosphorylation inhibition; 0.32% of 360,000 active; Neuro2A IGF-stimulated pAkt S473 HTRF, 20 min; active compounds read low; activity change, % for hits at 50 µM; in the data active = activity change below about -80%; inconclusive = mostly about -51% to -80%; also: % is scaled to controls: 0 for no effect and ±100 for the full control effect
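Neuro2A cells in DMEM with 0.5% FBS, overnight at 37 deg C, given compound at single 50 µM final, then IGF (6 nM final) for 20 min at 37 deg C. Lysed; phospho-Akt Ser473 by HTRF after 24 h, 665/615 ratio.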
CCT chaperon mod: cytosolic chaperonin activity modulation | purified chaperonin ATPase assay, HTRF ADP detection, 30 min | activity change, % (no concentration beside the values), hits read low | 0.3% of 360,000 active; in the data active = activity change below about -30%; also: % is scaled to controls: 0 for no effect and ±100 for the full control effect
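First, chaperonin was dispensed at 40 nM or 20 nM final depending on batch activity. Next, compounds were pinned at 76 uM and ATP added at 10 uM. After 30 min at 37 °C, ADP detection reagents ran 30 min at ambient temperature.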
Mm-Cpn inhibitor: blocks the Methanococcus maripaludis chaperonin Mm-Cpn | Potency, µM (top dose mostly 76.9 µM), for inactives: at the top dose activity, negative = inhibition, hits mostly inhibitors | purified Mm-Cpn ATPase, ADP Transcreener TR-FRET | AID 504842 | 0.031% of 330,000 active; also: potency is read from the fitted curve at half-maximal effect; % is scaled to controls: 0 for no effect and ±100 for the full control effect; nearly all actives have a fitted effect of over 80% in size
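Inhibition of chaperonin ATP hydrolysis is measured as reduced ADP production, detected by competitive TR-FRET in which signal falls with ADP. Final enzyme 25 nM and ATP 10 uM, reacted 30 min at 37°C.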
TGFb inhibitor: blocks TGF-b signaling; HepG2 CAGA-GFP TGF-b/SMAD3 reporter, GFP fluorescence, 18 h; TGF-beta stimulated, 500 pg/mL final; Potency, µM (doses to about 46.1 µM), without a hit: at the highest dose activity, negative = inhibition, hits mostly inhibitors; 1.2% of 410,000 active; also: potency is read from the fitted curve at half-maximal effect; % is scaled to controls: 0 for no effect and ±100 for the full control effect; nearly all actives have a fitted effect of over 65% in size
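Smad-responsive CAGA-GFP expression was quantified in HEPG2 cells exposed to compounds and 500 pg/mL final TGF-beta for 18 h at 37 degrees C; unstimulated wells defined full inhibition.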
EPAC2 antagonist: antagonists of human EPAC2. 0.18% of 360,000 active. AID 720708. EPAC2 GEF exchange of Rap1B-BODIPY-GDP, fluorescence. Potency, µM (highest dose often 114 µM), without a hit: top-dose activity, negative = inhibition, usual class: inhibitors. Q8WZA2; also: potency is read from the fitted curve at half-maximal effect; % is scaled to controls: 0 for no effect and ±100 for the full control effect; nearly all actives have a fitted effect of over 45% in size; many of its hits are not listed in these tables
Active calls of the source: *; i = inactive; ? = inconclusive; nt = no result given; & = joins results of further samples; [ ] = remark or other dose. Unless noted, calls follow the shape of the dose curve; as a rule, active = well fitted curve in the direction sought with a large enough effect; inconclusive = small, poorly fitted or top-dose-only effect, or another doubt; inactive = no such curve, though single readings can be large; an effect the other way counts as inactive or inconclusive. This is a subset; the hit share may differ from the screen's.

SMILES	Nrf2 ARE act	Nrf2 inh	A549 tox	EPAC2 ag	pAkt inh	CCT chaperon mod	Mm-Cpn inhibitor	TGFb inhibitor	EPAC2 antagonist
c1ccc(-n2nnnc2Sc2n[nH]c(-c3ccncc3)n2)cc1	0.1%	23%	-4%	6%	i	-2.3	0%	-8%	-4%
CCNC(=O)C1(C)CCCN(Cc2noc(-c3c(C)noc3C)n2)C1 (stereo not drawn)	-0.1%[9.22 µM]	nt	nt	2%	i	1.4	nt	7%	-2%
CCCCC(CC(O)COCC(C)C)C(=O)NNC(=S)Nc1ccccc1 (stereo not drawn)	0.6%	16%	1%	-1%	i	0.8	-2%	8%	-2%
O=C(NCCc1ccccc1Cl)C1CCC(=O)N(CCCc2ccccc2)C1 (stereo not drawn)	-0.2%	2%	-3%	3%	nt	-1.1	-1%	-13%	-7%
Cc1nn(C)cc1CNC(=O)C1CCC(=O)N(CC2CCCCC2)C1 (stereo not drawn)	0.5%	-18%	0%	-5%	i	-0.9	3%	-16%	-1%
O=C(C1CCCCC1)N1CCN(S(=O)(=O)c2ccc(Cl)cc2)CC1	1.9%	-17%	0%	13%	i	0.4	-1%	4%	4%
O=C(NC1CCCC1)C(c1ccncc1)N(C(=O)c1csnn1)c1ccccc1F (stereo not drawn)	0.2%	4%	0%	9%	i	0.9	3%	0%	0%
O=C(O)c1ccccc1NC(=O)c1cc(-c2ccccc2)nc2ccccc12	0.1%	?	-14%	9%	i	-1.1	4%	-22%	-12%
CCN(C)C1CN(Cc2cn(Cc3ccc(F)cc3)nn2)S(=O)(=O)C1 (stereo not drawn)	0.6%	nt	nt	1%	i	0.4	nt	nt	10%
O=C(Nc1ncn[nH]1)c1ccc(Cl)c(Cl)c1	-0.8%	8%	-7%	-3%	i	-2.6	0%	5%	-3%
Fc1ccc(NC(=S)NCCc2ccccn2)cc1	-0.7%	-1%	5%	2%	i	3.1	-1%	10%	-2%
Cc1cccc(N2C(=O)N3[C@H](c4ccc(F)cc4)[C@@H]4C(=O)N(C5CCCCC5)C(=O)[C@@H]4[C@]3(Cc3ccc(Cl)cc3)C2=O)c1	-0.6%	3%	-5%	3%	i	0.3	2%	?	-3%
COc1ccc(CCC2(C)NC(=O)N(C(C)C(=O)Nc3ccccc3F)C2=O)cc1 (stereo not drawn)	-1.0%	-10%	-1%	7%	i	0.3	1%	3%	-1%
O=c1[nH]c(NCCCO)nc2c1C1(CCCC1)Cc1ccccc1-2	0.3%	3%	-3%	5%	i	-1.3	1%	?	-19%
CN(C)C(=O)COC(=O)c1cccc(S(=O)(=O)Nc2ccc(OCc3ccccc3)cc2)c1	-0.5%	-2%	-1%	1%	i	-0.4	nt	-8%	-8%
COc1ccc(-c2c(NC(=O)c3ccco3)oc3ccc(Cl)cc3c2=O)cc1	6.5%	?	-1%	0%	i	-0.1	-2%	1%	1%
O=C1CS(=O)(=O)C2(C(=O)N(Cc3ccc(F)cc3)c3ccccc32)N1c1cccc(C(F)(F)F)c1 (stereo not drawn)	1.6%	-17%	15%	nt	nt	nt	nt	3%	nt
CCc1nnc2c(N3CCN(c4cc(Cl)ccc4C)CC3)nc3ccccc3n12	0.5%	11%	-4%	nt	nt	nt	nt	0%	nt
Fc1ccc(Cn2cc(C(=S)N3CCOCC3)c3ccccc32)cc1	0.2%	-19%	5%	26%	i	-2.2	1%	1%	-15%
CCOC(=O)[C@H]1[C@H]2COc3ccc(C)cc3[C@@H]2N2C(=O)c3cc(OC)c(OC)cc3NC(=O)[C@@]12C	5.2%	-7%	-4%	10%	i	0.9	3%	-3%	-17%
COCC(=O)N1CCC(Oc2ccc(C(=O)NCCc3ncccc3C)cc2)CC1	-0.1%	5%	6%	2%	i	3.2	2%	?	9%
Cc1ccc(NC(=O)N(CCC#N)Cc2ccccc2)cc1	-0.8%	-6%	0%	5%	i	-2.6	1%	-4%	-9%
CC1(C(=O)Nc2cccc3ncccc23)CCN1C(=O)C1(c2ccccc2)CC1 (stereo not drawn)	-0.1%[9.22 µM]	nt	nt	8%	i	-2.2	nt	18%	7%
Cc1c(Cl)cccc1NC(=O)CNC(=O)c1ccco1	-0.4%	1%	2%	7%	i	0.6	-1%	3%	2%
Cc1[nH]c2ccccc2c1C(=O)CSc1nccc(=O)[nH]1	0.6%	5%	-1%	-2%	i	-18	0%	3%	15%

Whole records, looked up by structure. Order of values: Nrf2 ARE act | Nrf2 inh | A549 tox | EPAC2 ag | pAkt inh | CCT chaperon mod | Mm-Cpn inhibitor | TGFb inhibitor | EPAC2 antagonist
Listed for COc1ccc(-c2c(NC(=O)c3ccco3)oc3ccc(Cl)cc3c2=O)cc1 = 6.5% | ? | -1% | 0% | i | -0.1 | -2% | 1% | 1%
Listed for Fc1ccc(NC(=S)NCCc2ccccn2)cc1 = -0.7% | -1% | 5% | 2% | i | 3.1 | -1% | 10% | -2%

Copied from the list:
A549 tox, `CCOC(=O)[C@H]1[C@H]2COc3ccc(C)cc3[C@@H]2N2C(=O)c3cc(OC)c(OC)cc3NC(=O)[C@@]12C` : -4%
EPAC2 antagonist, `c1ccc(-n2nnnc2Sc2n[nH]c(-c3ccncc3)n2)cc1` : -4%
A549 tox, `O=C1CS(=O)(=O)C2(C(=O)N(Cc3ccc(F)cc3)c3ccccc32)N1c1cccc(C(F)(F)F)c1` (stereo not drawn) : 15%
Nrf2 inh, `COc1ccc(CCC2(C)NC(=O)N(C(C)C(=O)Nc3ccccc3F)C2=O)cc1` (stereo not drawn) : -10%
EPAC2 ag, `O=C(C1CCCCC1)N1CCN(S(=O)(=O)c2ccc(Cl)cc2)CC1` : 13%

Other entries follow:
SMILES	Nrf2 ARE act	Nrf2 inh	A549 tox	EPAC2 ag	pAkt inh	CCT chaperon mod	Mm-Cpn inhibitor	TGFb inhibitor	EPAC2 antagonist
COc1ccc(C(=O)Oc2cc3c4c(c2)C(C)=CC(C)(C)N4C(=O)C3=O)cc1OC	3.4%	10%	7%	-7%	i	-0.1	1%	2%	-10%
C/C(CC(=O)Nc1ccc2c(c1)OCCO2)=N\NC(=O)c1ccccc1F	4.4%	?	-2%	6%	i	1.1	0%	5%	4%
COc1ccc(CC(=O)N/N=C(\C)CC(=O)Nc2cccc(F)c2)cc1	3.0%	-1%	-12%	8%	i	-1.9	0%	0%	-1%
Cc1sc2ncnc(OCC(=O)NC(C)C)c2c1C	0.3%	-19%	-1%	3%	i	-2.0	-1%	0%	-5%
Cc1ccc(-c2csc(N(CCO)CCCn3c(C(F)(F)F)nc4cc(C(F)(F)F)ccc43)n2)cc1	11%	6%	-4%	-1%	i	0.0	-8%	7.1µM*	-19%
CCCCCN(C(=O)CCC(=O)OCc1ccc(C(C)C)cc1)c1c(N)n(CCCC)c(=O)[nH]c1=O	-0.1%	?	?	-15%	i	3.8	-1%	-23%	22%
COc1cccc(C(C)(O)c2nc(-c3cnn(C)c3)cs2)c1 (stereo not drawn)	-0.1%	nt	nt	12%	i	-3.3	nt	-20%	10%
O=C(NCC1CCCN(C(=O)NCc2ccccc2)C1)c1ccc2c(c1)OCO2 (stereo not drawn)	3.3%	12%	-1%	-1%	i	-1.2	-1%	-7%	-9%
COc1ccc2c(CNCCc3cccs3)c(C(=O)O)n(Cc3ccc(F)cc3Cl)c2c1	-2.9%	55%	-14%	nt	nt	nt	nt	?	nt
CC(=O)c1c(COC(=O)c2ccncc2)nc2ccccc2[n+]1[O-]	0.3%	nt	-4%	-4%	i	-1.1	-1%	?	14%
COc1cc(C2NC(=O)NC(C)=C2C(=O)OC2CCCC(C)C2)cc(Br)c1O (stereo not drawn)	0.2%	?	-10%	9%	i	-2.3	-2%	-16%	-10%
CC(CCc1ccccc1)NC(=O)c1ccccc1 (stereo not drawn)	-1.2%	nt	9%	11%	i	-2.3	2%	?	-1%
CN(CC(=O)Nc1ccc(F)cc1)C(=O)COc1ccc(C(=O)c2ccccc2)cc1	3.8%	-24%	-1%	14%	i	-1.6	-2%	0%	2%
Cc1ccc(CN(Cc2ccco2)C(=O)c2oc3cc(Br)ccc3c2C)cc1	5.8%	-5%	23%	nt	nt	nt	nt	-30%	nt
CC(C)OC(=O)CSc1nnc(CNc2ccc(Cl)cc2)n1C	-0.1%[9.22 µM]	8%	-1%	0%	i	-0.4	1%	-2%	0%
CCc1cccc(NC(=O)CCc2c(C)nn(-c3ccc(N4CCCCC4)nn3)c2C)c1	-0.2%	11%	-3%	3%	i	-1.7	-1%	4%	-3%
COc1ccccc1S(=O)(=O)N(C)C[C@H]1OCc2cn(nn2)CCCC(=O)N([C@@H](C)CO)C[C@@H]1C	-0.1%	nt	nt	7%	i	-2.5	nt	-12%	10%
Cn1nc(-c2ccc(C(=O)O)cc2)c2ccccc2c1=O	-0.7%	0%	-2%	4%	nt	2.1	-1%	11%	13%
CCOc1cc(NC(=O)c2ccccc2[N+](=O)[O-])c(OCC)cc1NC(=O)CC(C)C	-0.4%	-19%	-20%	-8%	nt	0.3	2%	-18%	2%
Cc1ccc2cc(CCNC(=O)c3ccc(S(=O)(=O)N4CCOCC4)cc3)c(=O)[nH]c2c1C	0.2%	?	-8%	1%	i	0.8	-4%	-11%	2%
COc1ccc2cnn(-c3ccc(C)cc3)c(=O)c2c1OC	0.1%	nt	0%	13%	i	-1.0	2%	0%	8%
Cc1cc(S(=O)(=O)N2CCCC(N(C)CCc3ccccn3)C2)c(C)cc1Cl (stereo not drawn)	1.6%	-3%	1%	15%	nt	-75*	-2%	?	13%
Cc1ccccc1CN1CCCOCCS1(=O)=O	-0.8%	-4%	-2%	7%	i	-2.8	0%	-3%&-10%	1%
C/C(=N/NC(=O)c1cc2ccccc2cc1O)c1ccco1	11%	12%	-20%	5%	i	-2.5	-2%	?	4%
COc1ccc(-n2c(SC)nc(O)c(Cc3ccccc3)c2=O)cc1	-0.5%	nt	-4%	12%	nt	-1.3	-1%	-23%	-2%
